Compound activity from PubChem.
HGIII-sPLA2 inh: Blocks human group III sPLA2 activity. Q9NZ20. 0.56% of 370,000 active. inhibition, % at 12.2 µM. QFRET BODIPY PC-A2 liposome hydrolysis, fluorescence;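 active means inhibition above mean plus 3 SD of compounds lying within the high and low control bounds, cut at about 19% in these data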;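 further: 0% = median of test compound wells and 100% = no enzyme DMSO wells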
ASAP1 GAP inh: inhibitors of human ASAP1 ArfGAP activity | ASAP1-stimulated ARF1 GTP hydrolysis, GDP FP detection | Q9ULH1 | 0.19% of 360,000 active | inhibition, % at 16.5 µM; in the data active means inhibition above about 25%;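 further: 0% = vehicle with enzyme and substrate and 100% = no enzyme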
ARFGAP1 inhibitor: rat ARFGAP1 inhibition. Arfgap1-stimulated ARF1 GTP hydrolysis, GDP FP detection. inhibition, % at 16.5 µM. 0.26% of 360,000 active. AID 651572;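 active means inhibition above a per-plate limit, mean inhibition of low control wells plus 3 SD, cut at about 25% in these data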;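 further: 0% = DMSO wells with enzyme and 100% = wells lacking Arfgap1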
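material = rat Arfgap1 catalytic domain, aa 1-136 | also added = human ARF1(Δ1-17)-GTP substrate | compound dosing = one concentration, 16.5 µM, DMSO 1.26% | times = GTP hydrolysis reaction 2 h at 25 °C | measured by = FP, GDP Alexa 633 tracer displaced from anti-GDP antibody, 620/688 nm | evaluation = percent inhibition of Arfgap1-stimulated GTP hydrolysis | replication = single well per compound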
DDE Tn6 FP inh: disrupts Tn6 cyclic peptide binding to fibrin D-Dimer-E complex | 0.21% of 370,000 active | P02675 | Fibrin DD(E) TRITC-Tn6 fluorescence polarization displacement | inhibition, % at 8.3 µM;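 active means inhibition above a per-campaign cutoff: mean of compounds within control limits plus 3 SD, cut at about 15% in these data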;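 further: 0% = median of all compound wells on the plate and 100% = blocking peptide control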
UHRF1 MBD2 ctr: human UHRF1 methylated DNA binding inhibitors; AID 687016; 0.75% of 370,000 active; Q96T88; UHRF1 binding to methylated oligo, TR-FRET; inhibition, % at 4.4 µM; in the data active means inhibition above about 21%;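 further: UHRF1 SRA domain binding a hemimethylated CpG hairpin DNA probe; 0% = median of test compound wells and 100% = reference inhibitor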
KLK7 zymogen act: activators of human kallikrein-7 zymogen | activation, % at 7 µM | AID 652039 | P49862 | 0.9% of 370,000 active | purified proKLK7, EDANS-DABCYL substrate fluorescence; 100% is mature enzyme control, 0% vehicle;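 active means activation above the mean of all tested compounds plus 3 SD, computed per campaign excluding outliers beyond control limits, cut at about 13% in these data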
PLC-beta3 inh: blocks human PLC-beta3 enzyme activity; Q01970; Purified PLC-beta3, fluorogenic substrate, fluorescence; inhibition, % at 12.2 µM; 0.18% of 370,000 active; in the data active means inhibition above about 11%;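 further: 0% = median of compound wells on plate and 100% = full blocker control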
Tn7 DDE FP: DD(E)-Tn7 binding inhibition, primary FP screen. FP displacement of FITC-Tn7 peptide from fibrin DD(E); 0% = median of compound wells per plate. inhibition, % at 8.3 µM. 0.13% of 370,000 active. AID 720508. P02675;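 active means inhibition above the mean of compounds falling within the control limits plus 3 SD of them, cut at about 14% in these data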;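 further: 0% = plate median of compound wells and 100% = 10 µM Aha-Tn7 peptide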
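Assay system: Fibrin-DD(E) protein isolated from polymerized human fibrin clots; read-out basis: percent inhibition; medium: Tris/NaCl/CaCl2 buffer, pH 7.8; signal: FP measurement; incubation: 10 min plus 3 h, room temperature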
PLCg1 inh: inhibitors of human phospholipase C gamma1; P19174; purified PLC-gamma1, fluorogenic substrate, fluorescence; inhibition, % at 12.2 µM; 0.84% of 370,000 active; in the data active means inhibition above about 9.5%
Target sequence (P19174 whole entry, looked up): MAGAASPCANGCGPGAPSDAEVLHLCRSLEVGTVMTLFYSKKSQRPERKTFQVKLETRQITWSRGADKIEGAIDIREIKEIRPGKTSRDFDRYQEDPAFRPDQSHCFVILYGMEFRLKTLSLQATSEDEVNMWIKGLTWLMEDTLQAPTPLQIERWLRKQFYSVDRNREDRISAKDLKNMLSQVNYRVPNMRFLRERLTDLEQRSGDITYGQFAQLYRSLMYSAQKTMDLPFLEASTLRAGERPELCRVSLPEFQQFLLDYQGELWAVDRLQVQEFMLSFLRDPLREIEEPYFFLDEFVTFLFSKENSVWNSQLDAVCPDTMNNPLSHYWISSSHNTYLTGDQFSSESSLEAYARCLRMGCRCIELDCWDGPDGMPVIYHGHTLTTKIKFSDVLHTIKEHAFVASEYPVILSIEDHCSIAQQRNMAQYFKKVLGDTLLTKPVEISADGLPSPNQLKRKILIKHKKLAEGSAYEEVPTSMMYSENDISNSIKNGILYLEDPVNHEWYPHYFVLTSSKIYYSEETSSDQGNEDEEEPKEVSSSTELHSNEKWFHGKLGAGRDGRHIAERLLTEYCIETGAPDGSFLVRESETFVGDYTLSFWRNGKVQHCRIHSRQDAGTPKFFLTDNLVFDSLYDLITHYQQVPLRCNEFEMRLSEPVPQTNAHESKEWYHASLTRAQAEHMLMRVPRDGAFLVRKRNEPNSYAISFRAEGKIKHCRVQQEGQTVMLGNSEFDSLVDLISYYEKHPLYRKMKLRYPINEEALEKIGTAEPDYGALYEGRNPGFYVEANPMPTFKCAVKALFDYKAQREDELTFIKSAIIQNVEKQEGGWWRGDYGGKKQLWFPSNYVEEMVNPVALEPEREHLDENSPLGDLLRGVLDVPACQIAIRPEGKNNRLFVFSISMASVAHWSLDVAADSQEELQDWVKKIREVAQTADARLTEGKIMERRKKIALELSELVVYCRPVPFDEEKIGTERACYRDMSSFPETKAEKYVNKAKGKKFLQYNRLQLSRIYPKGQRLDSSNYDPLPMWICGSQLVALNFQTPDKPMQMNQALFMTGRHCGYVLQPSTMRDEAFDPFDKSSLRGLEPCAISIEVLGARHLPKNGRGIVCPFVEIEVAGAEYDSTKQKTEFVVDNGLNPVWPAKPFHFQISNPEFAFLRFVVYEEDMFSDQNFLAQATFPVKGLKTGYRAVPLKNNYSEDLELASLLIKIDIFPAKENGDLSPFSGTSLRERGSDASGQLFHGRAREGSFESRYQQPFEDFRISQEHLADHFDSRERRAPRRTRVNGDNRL
NR1D1 modulator: Rev-erb alpha (human) modulation. P20393. Rev-erbα–FITC-DNA binding, fluorescence polarization, 90 min. activity, % at 10 µM. 0.79% of 370,000 active;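 active means activity above about 14%, limit read from the data; passing the limit was not always enough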;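 further: 0% = DMSO wells with 35 nM protein and 100% = DMSO wells with 750 nM protein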
* hit, by the source's call; i = inactive. Random draw from the library; about 4.5% have a hit in one of these screens.

SMILES	HGIII-sPLA2 inh	ASAP1 GAP inh	ARFGAP1 inhibitor	DDE Tn6 FP inh	UHRF1 MBD2 ctr	KLK7 zymogen act	PLC-beta3 inh	Tn7 DDE FP	PLCg1 inh	NR1D1 modulator
COCCNC(=O)C(c1ccc(C)cc1)N(CCOC)C(=O)CCC(=O)Nc1ccccn1 (centres undefined)	4	-9	2	3	-1	-0.9	1	-1	7	2
O=C(Nc1cccnc1)c1ccc(Cl)c(S(=O)(=O)N2CCOCC2)c1	10	2	7	-7	6	0.3	-4	1	0	-1
COc1cccc(S(=O)(=O)NCc2ccc(C(=O)NCc3ccco3)cc2)c1	-11	-7	7	1	2	0.2	1	7	-3	3
Cc1cc(NC(=O)C2CCCCC2C(=O)O)no1 (centres undefined)	-1	0	-6	3	0	0.2	1	0	-1	2
CC[n+]1c(/C=C/N(C)c2ccccc2)oc2ccc(Cl)cc21	5	-3	-5	-2	-1	0.1	-7	6	-4	5
COc1ccc(-c2csc(NS(=O)(=O)c3ccc([N+](=O)[O-])cc3)n2)cc1	-16	2	-7	2	0	-0.4	0	2	0	-2
Clc1cccc(-c2ccc(C=Nc3ccc(N4CCOCC4)cc3)o2)c1Cl	0	9	11	-2	-1	0.6	-121	-7	-95	-7
COc1ccc(CCNC(=O)c2ccc(CN3CCC(Cc4ccccc4)CC3)cc2)cc1	6	-16	2	3	1	-0.3	0	3	1	2
O=C(NCc1ccccc1)c1ccc2nccnc2c1	7	10	-1	5	2	-0.8	0	-2	0	4
Cc1[nH]nc2c1C(c1ccccc1F)CC(=O)N2 (centres undefined)	8	8	-6	-1	4	0.2	4	11	9	-2
CCCc1nc2c(ccc3ccccc32)cc1CC	6	11	4	-2	1	-0.8	-5	0	-2	1
Cc1ccc(NC(=O)N2CCCC2C(=O)NCC2CCCCC2)cc1 (centres undefined)	2	12	6	5	0	-0.3	-4	0	-3	0
O=C(CN1CCC(O)(c2ccccc2F)CC1)NCCc1c[nH]c2ccccc12	-22	12	9	2	1	-0.1	2	3	1	-1
COc1cccc(CCNC(=O)c2cc(COc3c(F)cccc3F)on2)c1	-13	6	2	2	-1	-0.1	-8	0	1	7
CC1CCN(C(=O)COC(=O)c2ccc(=O)n(Cc3ccccc3)n2)CC1	15	4	19	0	7	0.4	-2	0	-3	-1
O=C1OC(CN2CCOCC2)CN1N=Cc1ccc([N+](=O)[O-])o1 (centres undefined)	-2	4	0	0	-4	0.2	-17	-1	-11	-7
COc1ccc(-c2nn(-c3ccccc3)cc2C=O)cc1[N+](=O)[O-]	3	17	2	2	2	-0.1	-3	6	1	-1
COc1ccc(C2c3cc(OC)c(OC)cc3CCN2C(=O)c2ccccc2Br)cc1OC (centres undefined)	3	-1	-3	-2	0	0.2	4	-5	2	-5
CC12CNCC(C)(CN(C(c3ccccc3)c3ccccc3)C1)C2	11	5	-6	1	1	0.4	5	-5	3	-7
CCCN1C(=O)C(Cc2nc3ccccc3c(=O)n2C)c2ccccc21 (centres undefined)	-20	-3	-1	0	-1	0.6	-1	8	-1	-1
O=C(COC(=O)CN=C1NS(=O)(=O)c2ccccc21)Nc1ccccc1OC(F)F	7	-2	5	1	3	0.1	-2	-6	4	-3
CCNC(=O)NC(=O)COC(=O)C1CSC2(C)CCC(=O)N12 (centres undefined)	5	4	9	3	1	-0.1	0	4	0	-2
CC(C)N(CCCNC(=O)Cn1c(=O)c2cccn2c2ccc(F)cc21)Cc1ccccc1	0	-4	4	-4	-1	0.8	-7	0	1	7
CC(C)c1ccc(NC(=O)NC(C)c2ccc3c(c2)OCO3)cc1 (centres undefined)	-22	0	5	-3	-1	0.2	-10	-8	-3	-1
CC(=O)Nc1nc2c(s1)C(=O)NCCC2	2	-11	13	-2	3	0.1	1	-7	4	9

An excerpt from above in order of count of non-hydrogen atoms, rising:
SMILES	HGIII-sPLA2 inh	ASAP1 GAP inh	ARFGAP1 inhibitor	DDE Tn6 FP inh	UHRF1 MBD2 ctr	KLK7 zymogen act	PLC-beta3 inh	Tn7 DDE FP	PLCg1 inh	NR1D1 modulator
CC(=O)Nc1nc2c(s1)C(=O)NCCC2	2	-11	13	-2	3	0.1	1	-7	4	9
Cc1cc(NC(=O)C2CCCCC2C(=O)O)no1 (centres undefined)	-1	0	-6	3	0	0.2	1	0	-1	2
O=C(NCc1ccccc1)c1ccc2nccnc2c1	7	10	-1	5	2	-0.8	0	-2	0	4
CC[n+]1c(/C=C/N(C)c2ccccc2)oc2ccc(Cl)cc21	5	-3	-5	-2	-1	0.1	-7	6	-4	5
O=C1OC(CN2CCOCC2)CN1N=Cc1ccc([N+](=O)[O-])o1 (centres undefined)	-2	4	0	0	-4	0.2	-17	-1	-11	-7
CC(C)c1ccc(NC(=O)NC(C)c2ccc3c(c2)OCO3)cc1 (centres undefined)	-22	0	5	-3	-1	0.2	-10	-8	-3	-1
Cc1ccc(NC(=O)N2CCCC2C(=O)NCC2CCCCC2)cc1 (centres undefined)	2	12	6	5	0	-0.3	-4	0	-3	0
COc1ccc(-c2csc(NS(=O)(=O)c3ccc([N+](=O)[O-])cc3)n2)cc1	-16	2	-7	2	0	-0.4	0	2	0	-2
CC1CCN(C(=O)COC(=O)c2ccc(=O)n(Cc3ccccc3)n2)CC1	15	4	19	0	7	0.4	-2	0	-3	-1
COc1cccc(CCNC(=O)c2cc(COc3c(F)cccc3F)on2)c1	-13	6	2	2	-1	-0.1	-8	0	1	7
O=C(CN1CCC(O)(c2ccccc2F)CC1)NCCc1c[nH]c2ccccc12	-22	12	9	2	1	-0.1	2	3	1	-1
O=C(COC(=O)CN=C1NS(=O)(=O)c2ccccc21)Nc1ccccc1OC(F)F	7	-2	5	1	3	0.1	-2	-6	4	-3
COc1ccc(C2c3cc(OC)c(OC)cc3CCN2C(=O)c2ccccc2Br)cc1OC (centres undefined)	3	-1	-3	-2	0	0.2	4	-5	2	-5

Going on with the list:
SMILES	HGIII-sPLA2 inh	ASAP1 GAP inh	ARFGAP1 inhibitor	DDE Tn6 FP inh	UHRF1 MBD2 ctr	KLK7 zymogen act	PLC-beta3 inh	Tn7 DDE FP	PLCg1 inh	NR1D1 modulator
COc1ccc(CCNC(=O)CSc2nc3[nH]ncc3c(=O)n2-c2ccccc2OC)cc1OC	-5	3	-1	1	0	0.4	1	-4	2	1
CCN(C(=O)CSc1ccc2ccccc2c1)C1CCS(=O)(=O)C1 (centres undefined)	-5	-9	17	6	-4	-0.2	1	6	-2	-2
CCOc1ccc2ccccc2c1CNCCc1ccc(S(N)(=O)=O)cc1	-21	-6	-2	-1	45*	0.5	-4	3	5	-2
CCc1nnc(NC(=O)C2CCC(CNc3c(N4CCC(C)CC4)c(=O)c3=O)CC2)s1 (centres undefined)	12	2	0	-7	3	-0.3	-2	2	-1	-2
NC(=O)c1ncc(C(F)(F)F)cc1Cl	-2	-3	-5	8	0	-0.3	-1	0	2	-2
COc1cccc(C(=O)Nc2cc(C)c3c(=O)oc4ccccc4c3n2)c1	-4	8	12	-2	-1	-0.3	-6	-10	-3	12
O=c1c2cc(N3CCOCC3)ccc2[nH]c(=S)n1Cc1ccco1	4	-4	5	-2	3	28*	i	-4	i	-10
Nc1ccn([C@@H]2O[C@H](CNCc3cccc(OC4CCCC4)c3)[C@@H](O)[C@H]2O)c(=O)n1	2	8	-1	-8	-2	-0.3	1	2	1	3
O=C1NC[C@@H](c2ccccc2)OC(=O)[C@H](Cc2ccc(F)cc2)C/C=C\C[C@@H]1CC(=O)N(CCO)Cc1ccccc1	-29	5	-5	3	-2	0.6	-1	2	3	-2
C=CCn1c(SCC(=O)NC23CC4CC(CC(C4)C2)C3)nc2cc(C(=O)O)ccc2c1=O	-5	0	-1	-3	1	0.1	-7	2	-4	6
O=C(Cc1cccs1)Nc1nc2c(s1)CCCC2	-5	9	-1	-3	1	0.0	-3	-1	0	0
O=C(CSCc1ccccc1Br)N/N=C/c1ccccc1C(=O)O	-8	-1	4	-1	-2	0.1	-4	-4	-1	-1
O=C(NCCCNC(=O)c1ccco1)c1ccc(Cl)cc1	-4	3	-1	4	0	-0.5	-4	4	1	0
CC1CCN(C(=O)COC(=O)c2ccc(F)c(S(=O)(=O)N3CCOCC3)c2)CC1	3	5	13	1	-1	-1.0	-3	-4	1	4
O=C(CN1C(=O)COc2ccc(Cl)cc21)N1CCc2ccccc21	1	-11	1	6	1	-0.1	-3	-1	-3	-1
O=[N+]([O-])c1ccc(CN2[C@H](COCc3ccccc3)C=CS2(=O)=O)cc1	-2	-8	9	-5	-1	0.0	1	-4	0	-2
CC(=O)c1cccc(NC(=O)c2nc(-c3ccccc3)oc2C)c1	-13	1	7	-8	-1	0.1	-3	-9	-2	3
Cc1oc(-c2ccccc2)cc1C(=O)NC(Cc1c[nH]c2ccccc12)C(=O)O (centres undefined)	-86	-21	8	-5	5	-0.8	-25	4	-18	-5
Cc1ccc(S(=O)(=O)/N=C(/Nc2nc(C)cc(C)n2)N2CCOCC2)cc1	2	-9	-4	2	2	1.7	-25	5	-19	0
C[N+](C)(C)C[C@H](O)CC(=O)[O-]	18	-7	-1	-9	1	0.5	0	4	6	0
O=C(c1cccs1)N1CCN(S(=O)(=O)N2CCOCC2)CC1	2	12	-3	5	0	-0.4	2	-1	0	-2
COc1ccc(NC(=O)c2cc(S(=O)(=O)N3CCOCC3)ccc2N2CCOCC2)cc1	5	-3	-3	-2	3	0.6	-6	3	1	-2
O=C(N=C1SC2CS(=O)(=O)CC2N1c1ccccc1)C1CC1 (centres undefined)	5	9	-10	4	-3	-0.6	-5	-4	4	3
CCOC(=O)c1nn(-c2ccc(Cl)cc2)c2nc(Nc3ccccc3)cc(=O)n12	0	-6	-3	-9	3	-0.3	-5	2	-3	6
CC(=O)N1c2ccccc2N=C(c2ccc(C(F)(F)F)cc2)C1C(=O)NC1CCCC1 (centres undefined)	7	7	-10	0	0	-0.9	-223	-5	-162	-3
CC(C)n1c(SCc2ccc(Cl)cc2)nc2c1c(=O)[nH]c(=O)n2C	-6	11	1	1	-1	-0.4	-4	2	-3	2
Cc1ccc2c(c1)N(CC(=O)Nc1nccs1)C(=O)CO2	-1	7	11	6	-1	0.9	-3	-2	-2	7
